# Screens deposited in PubChem BioAssay by several laboratories.
# GPR7 antag: blocks human GPR7 receptor signaling; P48145; GPR7-expressing cells, fluorescence antagonist assay; inhibition, % at 4.4 µM; hit rate 1.1% among 290,000; in the data active = inhibition above about 16%, passing the limit was not always enough;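 also: cells stimulated with the agonist NPW; 0% = agonist with vehicle and 100% = vehicle without agonist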
# Target sequence (P48145 whole entry, looked up): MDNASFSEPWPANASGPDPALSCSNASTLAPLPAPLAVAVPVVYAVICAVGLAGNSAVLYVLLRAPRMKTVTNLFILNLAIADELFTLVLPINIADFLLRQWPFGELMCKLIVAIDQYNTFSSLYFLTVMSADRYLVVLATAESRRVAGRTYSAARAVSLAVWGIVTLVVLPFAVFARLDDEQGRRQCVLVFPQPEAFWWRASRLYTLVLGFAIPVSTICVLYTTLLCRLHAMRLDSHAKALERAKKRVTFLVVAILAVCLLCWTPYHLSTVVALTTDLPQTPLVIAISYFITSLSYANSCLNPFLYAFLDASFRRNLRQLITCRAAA
# GalR3 antagonist: antagonists of human GalR3; O60755; HEK293 GalR3-CNG cAMP membrane potential fluorescence; galR3 body fused to GalR1 C-terminus; inhibition, % at 3 µM; hit rate 0.44% among 360,000;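 active = inhibition above the screen-wide average plus 3 SD, cut at about 13% in these data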;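 also: forskolin and galanin both at EC90 stimulate the cells; cAMP rise reported by CNG channel membrane potential dye signal; 0% = forskolin plus galanin with DMSO and 100% = forskolin alone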
# FID counter: counter-screen for HCV NS3 helicase inhibitors: DNA intercalator displacement | DNA fluorescent intercalator displacement, fluorescence | inhibition, % at 7.9 µM | hit rate 0.17% among 290,000 | AID 1845; in the data active = inhibition above about 37%;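 also: 0% = vehicle and 100% = reference compound; higher means more ethidium bromide displaced from hairpin DNA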
# OXTR agonist: human OXTR agonism. P30559. CHO-OTR cells, Fluo-8 calcium fluorescence; normalized: DMSO 0%, oxytocin 100%. activation, % at 3 µM. hit rate 0.32% among 320,000. AID 2435;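 active = activation above the mean of all tested compounds plus 3 SD, cutoff set per screening run, cut at about 20% in these data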;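 also: peak over basal fluorescence ratio from a 100 s FLIPR kinetic read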
# V1R ag counter: activates human V1a receptor in oxytocin agonist counter-screen; CHO-V1R cells, Fluo-8 calcium fluorescence, agonist mode; 0% DMSO, 100% 3 nM vasopressin; activation, % at 3 µM; hit rate 0.25% among 320,000; AID 2797;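 active = activation above the mean activation of all tested compounds plus 3 SD, per screening run, cut at about 20% in these data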;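 also: signal is peak over basal fluorescence ratio across a 100 second FLIPR read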
# Target sequence (P37288 whole entry, looked up): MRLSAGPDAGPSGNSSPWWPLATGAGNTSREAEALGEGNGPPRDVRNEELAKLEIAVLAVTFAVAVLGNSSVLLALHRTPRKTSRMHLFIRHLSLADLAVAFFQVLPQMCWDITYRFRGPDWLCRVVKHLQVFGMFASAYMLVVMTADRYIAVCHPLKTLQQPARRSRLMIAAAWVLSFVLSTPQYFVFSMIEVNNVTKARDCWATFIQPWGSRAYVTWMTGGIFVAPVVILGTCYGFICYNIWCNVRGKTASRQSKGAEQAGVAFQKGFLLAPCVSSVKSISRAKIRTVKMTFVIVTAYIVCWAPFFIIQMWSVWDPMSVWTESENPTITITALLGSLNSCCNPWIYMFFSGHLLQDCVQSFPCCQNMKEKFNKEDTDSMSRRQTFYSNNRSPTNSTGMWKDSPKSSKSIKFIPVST
# PHOSPHO1 block: PHOSPHO1 (human) inhibition; Q8TCT1; recombinant PHOSPHO1, absorbance phosphatase assay; inhibition, % at 13.3 µM; hit rate 1.1% among 290,000; AID 1565; in the data active = inhibition above about 60%
# Target sequence (Q8TCT1 whole entry, looked up): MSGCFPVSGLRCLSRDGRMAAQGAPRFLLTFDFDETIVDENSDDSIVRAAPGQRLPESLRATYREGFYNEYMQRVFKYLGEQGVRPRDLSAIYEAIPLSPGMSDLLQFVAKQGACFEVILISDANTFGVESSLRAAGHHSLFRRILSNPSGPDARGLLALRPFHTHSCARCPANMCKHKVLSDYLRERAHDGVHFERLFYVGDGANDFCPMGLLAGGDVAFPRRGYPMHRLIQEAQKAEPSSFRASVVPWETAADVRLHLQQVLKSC
# HCV NS3 hel inh: HCV NS3 helicase inhibition. NS3 helicase DNA unwinding, Cy5 molecular beacon fluorescence. inhibition, % at 10.9 µM. hit rate 0.56% among 290,000. AID 1800;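 active = inhibition above the mean of all tested compounds plus 3 SD, set per campaign, cut at about 35% in these data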;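 also: 0% = DMSO wells and 100% = thioflavine S control wells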
#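 test system = hepatitis C virus NS3 helicase domain fragment enzyme | reagent = annealed dual-labelled DNA beacon duplex, ATP-started | times = 1 h at 25 °C | detection = Cy5 fluorescence, 0 and 60 min reads | read-out basis = percent inhibition from t60/t0 fluorescence ratio | control set = DMSO and thioflavine S | replication = one well per compound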
# VIM-2 inh: inhibitors of Pseudomonas aeruginosa VIM-2 metallo-beta-lactamase; purified VIM-2, nitrocefin hydrolysis, epi-absorbance fluorescence; hit rate 0.89% among 290,000; inhibition, % at 5.6 µM;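 active = inhibition above the mean of all tested compounds plus 3 SD, cutoff set per screening run, cut at about 7.5% in these data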;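 also: red hydrolysis product quenches plate fluorescence so inhibitors raise well fluorescence; 0% = enzyme with DMSO and 100% = DMSO without enzyme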
# IMP-1 inh: inhibitors of Pseudomonas aeruginosa IMP-1 metallo-beta-lactamase | purified IMP-1, nitrocefin hydrolysis, epi-absorbance fluorescence | inhibition, % at 5.6 µM | hit rate 0.45% among 290,000;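 active = inhibition above the mean plus 3 SD of all compounds in the same screening run, cut at about 4.5% in these data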;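 also: 0% = IMP-1 with DMSO and 100% = DMSO wells lacking enzyme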
#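 Assay system: purified IMP-1; Quantity: IMP-1 0.2 nM before substrate addition; Medium: HEPES buffer pH 7.1 with ZnSO4 and Brij 35; Incubation: 15 min enzyme–compound preincubation, then 25 min nitrocefin reaction, 25 °C; Signal: fluorescence quenching readout, ex 480/em 530 nm; Controls: DMSO with and without IMP-1; Repeats: singlicate testing.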
# Active calls of the source: *; nt = no result given; & = joins results of further samples.
SMILES,GPR7 antag,GalR3 antagonist,FID counter,OXTR agonist,V1R ag counter,PHOSPHO1 block,HCV NS3 hel inh,VIM-2 inh,IMP-1 inh
CC1CC1c1ccc(/C=C(\C#N)C(=O)Nc2cccc(Cl)c2Cl)o1 (stereo unspecified),-8,-4,0,-0.6,0.9,-4,9,-3.7,-3.1
COCCn1c(SCC(=O)NC2CCCCC2)nc2c(c1=O)SCC2,6,-1,-16,-0.8,0.8,-2,-4,-2.9,-4.1
Cc1ccc(C(=O)NC(=O)CSc2ncccc2C(=O)O)cc1,-7,4,0,0.6,1.2,-25,-9,-2.2,-2.1
c1cncc(COC2CCCN(Cc3nc(-c4cccs4)no3)C2)c1 (stereo unspecified),17,-6,-18,-0.5,0.4,46,1,2.4,1.7
CCN(CC)CCNC(=O)c1ccc(NC(C)=O)cc1,8,nt,0,1.0&0.6,1.0&1.4,-4&4,1,0.2,-1.7
O=C(O)c1cc(S(=O)(=O)NC23CC4CC(CC(C4)C2)C3)ccc1Cl,14,-7,-16,0.1,-0.3,16,9,-1.0,-3.3
CCOc1ccc(OCC)c(NC(=O)CN2CCN(CC(=O)NC(C)C)CC2)c1,11,-8,-17,-1.3,-1.1,-12,-1,1.1,-0.1
COC(=O)c1sc(NC(=O)COc2cccc(C)c2)nc1C,13,-6,-9,-2.1,-0.1,1,-5,-3.0,-4.2
COc1cc(/C=N/NC(=O)c2cccc([N+](=O)[O-])c2)ccc1OCc1ccccc1,-4,-7,-3,-0.8,0.3,18,5,-3.4,-0.1
COc1ccc(-c2nc(CN3CCC(C(=O)NCC4CCCO4)CC3)c(C)o2)cc1OC (stereo unspecified),-15,-7,-4,0.3,-0.1,60,2,-2.6,-1.2
O=C(O)CCCC(=O)Nc1ccc(C(=O)NCc2cccnc2)cc1,-6,-5,1,-0.1,0.4,6,2,-3.9,-5.1
O=C(COC(=O)CCc1ccc(S(=O)(=O)N2CCOCC2)cc1)NC(=O)NC1CCCCC1,-12,-8,-30,5.2,4.7,16,-1,-2.3,-1.5
COc1ccc(CN2CCNC(=O)C2CC(=O)NC2Cc3ccccc3C2)c(OC)c1 (stereo unspecified),4,-3,-15,-1.0,-0.3,35,-3,-2.6,-3.6
CC1(C)Cc2ccccc2-c2nc(-c3ccccc3)oc(=O)c21,-11,5,-2,-2.0,0.4,9,-4,-3.1,-1.0
CCOC(=O)C1CCCN(C(=O)Cn2nc(C)n3nc(-c4ccccc4)cc3c2=O)C1 (stereo unspecified),5,-2,-40,1.6,3.9,29,-1,-1.6,-1.0
COc1ccc2nc(Nc3nc4cc5c(cc4s3)OCO5)sc2c1,-7,-4,-5,1.1,0.7,-2,8,-3.6,-3.4
c1ccc(-c2nnc(-c3ccccc3)c(-c3c[nH]c4ccccc34)n2)cc1,19,-3,6,-0.8,0.9,33,-2,-3.6,-0.7
COc1ccc2[nH]c(=O)c(CN(CCO)C(=O)NCc3ccccc3)cc2c1,-6,-3,-9,0.1,-0.1,-17,5,-2.6,-0.7
COc1cccc(CN(C(=O)c2cnccn2)C(C(=O)NC2CCCCC2)c2cc(OC)c(OC)c(OC)c2)c1 (stereo unspecified),-10,-4,-42,0.4,-0.2,39,3,-1.6,-2.6
O=C(COn1nnc2ccc(Cl)cc21)Nc1ccc(F)cc1,-4,-5,0,0.8,-0.1,4,-44,-2.0,-3.8
O=C(NNC(=S)Nc1ccc(F)cc1)C1CC1c1ccc(Cl)cc1 (stereo unspecified),-12,-6,-13,1.6,1.4,16,1,-2.6,-4.0
Cc1[nH]c(=O)nc(SCc2ccc(Cl)c(Cl)c2)c1C#N,11,1,1,0.1,1.1,16,6,-1.9,-1.3
CSc1ncc(Cl)c(C(=O)Nc2nnc(SC)s2)n1,-6,0,3,3.8,1.1,9,-16,-1.3,-1.7
CC1CC(C#N)N(N(C)C)C1=C(C#N)C#N (stereo unspecified),-6,-4,2,1.4,4.8,32,7,-3.5,-2.2
Nc1nc(-c2ccc([N+](=O)[O-])cc2)c(C(=O)Nc2ccc(Cl)cc2)s1,-1,6,3,0.9,1.4,-15,1,-1.2,-0.5
COc1ccc(NC(=O)c2ccccc2NC(=O)C2CC=CCC2C(=O)O)cc1 (stereo unspecified),9,-3,-33,nt,nt,-16,-3,-1.4,-1.7
O=C1CCC(C(=O)OCc2ccccc2)N1 (stereo unspecified),-8,-8,2,0.8,0.2,26,-2,-3.4,-2.6
CCN(c1ccccc1)c1ncnc2c1cnn2-c1ccccc1,-22,0,-15,-1.2,-0.7,-11,-14,-0.3,0.0
CCn1c2c(c3cc(Br)ccc31)CCC/C2=N\O,-12,1,0,-0.8,0.2,2,-8,-3.9,-1.7
O=C(CN(C(=O)c1ccccc1Cl)N1C(=O)C2C3C=CC(C3)C2C1=O)c1cccs1 (stereo unspecified),-10,0,-5,0.3,0.3,10,0,-0.9,-5.7
COc1cc(CN2CCN(c3ccccc3C)CC2)cc([N+](=O)[O-])c1O,-9,-3,14,-2.1,0.1,5,-2,-3.6,-5.8
COc1cccc(CNn2cnnc2)c1OCc1ccc(F)cc1,24,-6,-5,-0.6,-0.7,-21,-3,0.8,-1.4
O=C1CC(c2c(F)cccc2Cl)C2=C(COC2=O)N1 (stereo unspecified),-13,0,1,0.5,-0.9,14,10,-2.7,-3.4
CCCCc1cc(=O)oc2cc(C)cc(OCc3nn[nH]n3)c12,-12,2,-32,-0.8,-0.1,9,25,2.3,0.5
CC(C)C(=O)Nc1cc(=O)[nH]c2ncnn12,-14,1,2,-0.2,1.7,1,-5,-1.8,-0.9
N=C1/C(=C/c2coc3ccccc3c2=O)C(=O)N=C2SC(c3ccco3)=NN12,9,nt,-13,11,4.9,0,54*,-0.7,6.8*
O=C(NCCc1ccccc1)c1ccc(Cl)nc1,-8,4,-1,-0.2,1.4,6,10,-0.5,-0.9
Cc1occc1C(=O)NNC(=O)C1CC1,-1,2,-8,-1.5,1.2,-5,-1,-1.3,-1.0
NC(=O)Cn1cc(/C=N\NS(=O)(=O)c2ccccc2)c2ccccc21,7,-2,-7,nt,nt,11,-2,1.3,-0.5
COc1ccccc1N1CCN(C(=O)C2CC=CCC2C(=O)O)CC1 (stereo unspecified),-12,-1,3,0.2,0.2,-1,0,-2.5,-3.6
CCOc1ccccc1N(C)C(=O)CCS(=O)(=O)c1ccc2c(c1)NC(=O)C(C)S2 (stereo unspecified),-12,-6,-46,4.4,4.0,33,-1,-1.7,-3.4
COc1cc(C)c(CN2CCC(n3nccc3NC(=O)C3CCOC3)CC2)cc1C (stereo unspecified),-1,3,17,0.1,1.2,60,2,-6.3,-3.5
O=C(NCc1cccnc1)c1cccc(Cl)c1,2,3,-1,2.0,0.4,20,3,-2.8,-1.5
CC(C)C(C(=O)NCc1ccco1)N(C(=O)CNS(=O)(=O)c1ccc(Cl)cc1)C1CCCC1 (stereo unspecified),2,4,-37,-0.5,0.3,3,0,-3.0,-2.9
CN(C)CC(=O)N1c2ccccc2Sc2ccc(Cl)cc21,-8,-5,4,-0.4,0.0,37,4,-3.1,-2.2
COc1cccc(N2CCN(C(=O)c3cc(-c4ccc(F)cc4)[nH]c3C)CC2)c1,25,-10,-40,nt,nt,-3,-34,-1.6,-1.8
O=C(Cn1cncn1)NCc1ccccc1Br,-4,-4,0,1.3,1.4,20,-6,-3.0,-2.4
Cc1ccccc1NC(=O)CN(C)S(=O)(=O)c1cccc2cccnc12,-7,1,-10,-1.0,0.3,4,-2,2.3,-0.8
O=C(CS(=O)CC(=O)Nc1cccc2c1CCCC2)Nc1ccc(F)cc1 (stereo unspecified),3,1,-11,0.7,0.8,-17,-5,0.1,-1.0
O=C1NN(c2ccccc2)C(=O)/C1=C/c1ccc(-c2ccc(Cl)c(C(=O)O)c2)o1,-7,-5,-12,nt,nt,-7,13,-4.1,-2.8
# Next part.
SMILES,GPR7 antag,GalR3 antagonist,FID counter,OXTR agonist,V1R ag counter,PHOSPHO1 block,HCV NS3 hel inh,VIM-2 inh,IMP-1 inh
Cc1ccccc1OCC(=O)Nc1cc(S(=O)(=O)N2CCCCC2)ccc1N1CCN(C)CC1,2,-7,14,1.9,1.0,34,-56,-1.9,-1.8
Cn1cccc1CC(=O)N/N=C/c1ccc(C(C)(C)C)cc1,-14,4,-16,-0.4,-1.1,4,1,-1.6,0.3
Cc1ccc(S(=O)(=O)NCc2ccc(C(=O)N3CCc4ccccc4C3)cc2)cc1,-8,-8,-29,1.8,3.7,-10,17,-1.9,-4.6
COc1cc(C)ccc1OCCOCCOc1cc(C)c(C)cc1Br,-7,-2,-13,-1.9,-0.7,4,-4,-1.2,-1.2
Cc1noc(C)c1CSc1nc2cc(S(=O)(=O)N3CCOCC3)ccc2o1,8,3,-22,1.3,1.8,48,-10,-3.9,-3.1
CCN1CCN(Cc2ccc(NC(=O)c3cc(NC(=O)c4cncc(-c5cccs5)c4)cc(OC)c3)cc2C(F)(F)F)CC1,9,-2,20,0.9,-0.4,-19,-76,-0.4,-1.7
O=C(N/N=C/c1ccc([N+](=O)[O-])cc1)c1cc(C2CC2)nc2ccccc12,2,-7,7,-3.2,5.8,20,-5,-1.1,-4.6
COc1ccc(NC(=O)NNC(=O)C(C)Oc2ccc3ccccc3c2)cc1OC (stereo unspecified),-2,0,-28,-1.2,-1.0,31,-4,-7.9,-2.4
Cc1nn(-c2ccccc2)c2c1C(c1ccc(Br)s1)C(C#N)=C(N)O2 (stereo unspecified),1,nt,-13,nt,nt,43,28,-4.0,-3.6
CC(C)CCNC(=O)CN(Cc1ccc(F)cc1)C(=O)CCC(=O)Nc1ccccn1,-3,-8,-33,-0.7,1.1,4,7,-3.2,-2.1
CC(c1ccccc1)n1cc(C(=O)NCCCn2ccnc2)nn1 (stereo unspecified),1,-5,14,1.6,2.7,-11,-1,-0.2,-1.0
CCOC(=O)C1(Cc2cccc(F)c2)CCN(CCCn2cccn2)CC1,-1,3,2,8.5,1.2,37,-3,-3.1,-4.7
CC(C(=O)NCCC1=CCCCC1)N1C(=O)c2ccccc2C1=O (stereo unspecified),0,1,-9,-1.1,0.0,3,15,-0.1,1.6
COc1cccc(CNCc2ccccn2)c1OC,-9,4,2,0.4,1.3,8,3,-3.0,-2.9
